12-LOX inh – blocks human arachidonate 12S-lipoxygenase. Potency, µM (top dose mostly 108 µM), for the others: top-dose activity change, negative = inhibition, most hits filed as inhibitors. purified 12hLO, xylenol orange hydroperoxide absorbance. 580,000 tested, 1.1% active. P18054; further: potency means the concentration at half of the fitted maximal effect; on the % scale 0 is the no-effect control and ±100 the full control effect
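Hydroperoxide product was detected by ferrous iron/xylenol orange as the 573 to 405 nm absorbance ratio. Arachidonic acid at 40 uM (final) was turned over for 30 min at room temperature by 150 nM human 12hLO, pH 7.0 Hepes buffer, after 15 min compound preincubation.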
D2 antag – antagonizes the human D2 dopamine receptor | HEK293 TREx D2 cells, calcium flux, dopamine EC80 | inhibition, % at 10 µM | 340,000 tested, 2% active; in the data active means inhibition above about 30%; further: 0% is about no effect
Target sequence (P14416 whole entry, looked up): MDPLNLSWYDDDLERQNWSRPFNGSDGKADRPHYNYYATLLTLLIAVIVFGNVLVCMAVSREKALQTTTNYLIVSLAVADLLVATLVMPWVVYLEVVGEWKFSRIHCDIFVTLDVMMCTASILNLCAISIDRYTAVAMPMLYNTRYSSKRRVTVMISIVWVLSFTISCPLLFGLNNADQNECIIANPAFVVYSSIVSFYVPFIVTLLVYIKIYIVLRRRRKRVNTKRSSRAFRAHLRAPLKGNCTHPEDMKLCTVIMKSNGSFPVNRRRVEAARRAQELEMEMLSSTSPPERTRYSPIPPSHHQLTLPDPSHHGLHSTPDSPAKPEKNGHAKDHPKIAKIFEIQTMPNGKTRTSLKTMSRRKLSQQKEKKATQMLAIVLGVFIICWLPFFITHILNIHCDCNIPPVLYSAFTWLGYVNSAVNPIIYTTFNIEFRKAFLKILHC
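Tetracycline-induced HEK293 T-REx cells expressing D2 force-coupled to calcium signalling were dye-loaded, exposed to compound for 180 s, then challenged with an EC80 of dopamine; calcium flux was followed kinetically for a further 180 s.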
RGS4 inh – blocks human RGS4-accelerated GTP hydrolysis | Potency, µM (titrated, usually from 114 µM), without a hit: at the top dose activity change, negative = inhibition, actives largely listed as inhibitors | AID 504845 | Transcreener GDP fluorescence polarization, RGS4-accelerated GTP hydrolysis | 390,000 tested, 0.039% active | P49798; further: potency means the concentration at half of the fitted maximal effect; on the % scale 0 is the no-effect control and ±100 the full control effect; nearly all actives have a fitted effect of over 75% in size; some results filed as inactive show a strong effect at the top dose
Target sequence (P49798 whole entry, looked up): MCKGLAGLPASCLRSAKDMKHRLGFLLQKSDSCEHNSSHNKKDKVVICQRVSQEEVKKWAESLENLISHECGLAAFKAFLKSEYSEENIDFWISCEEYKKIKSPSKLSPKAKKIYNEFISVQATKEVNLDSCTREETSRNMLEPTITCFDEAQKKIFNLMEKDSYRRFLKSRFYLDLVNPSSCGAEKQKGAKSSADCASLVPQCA
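MLSMR compounds (23 nl, pin-transferred) preincubated 10 min at room temperature with a 500nM (2x) first reagent, then RGS4 at 900nM (2x) plus Transcreener GDP mix added; fluorescence polarization (620/688 nm) read before and after 90 min at 30 °C.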
Vif-APOBEC3G blk – Vif-A3G binding inhibition. Q9HC16. HeLa A3G-eYFP + Vif (tagged APOBEC3G with the HIV-1 protein that degrades it), YFP fluorescence, overnight. Potency, µM (highest dose often 46.1 µM), for the others: at the top dose activity, negative = active, usual class: inhibitors. 410,000 tested, 0.076% active;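 further: potency means the concentration at half of the fitted maximal effect; on the % scale 0 is the no-effect control and ±100 the full control effect; nearly all actives have a fitted effect of over 60% in size; hits raise eYFP signal because A3G escapes Vif-driven loss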
Target sequence (Q9HC16 whole entry, looked up): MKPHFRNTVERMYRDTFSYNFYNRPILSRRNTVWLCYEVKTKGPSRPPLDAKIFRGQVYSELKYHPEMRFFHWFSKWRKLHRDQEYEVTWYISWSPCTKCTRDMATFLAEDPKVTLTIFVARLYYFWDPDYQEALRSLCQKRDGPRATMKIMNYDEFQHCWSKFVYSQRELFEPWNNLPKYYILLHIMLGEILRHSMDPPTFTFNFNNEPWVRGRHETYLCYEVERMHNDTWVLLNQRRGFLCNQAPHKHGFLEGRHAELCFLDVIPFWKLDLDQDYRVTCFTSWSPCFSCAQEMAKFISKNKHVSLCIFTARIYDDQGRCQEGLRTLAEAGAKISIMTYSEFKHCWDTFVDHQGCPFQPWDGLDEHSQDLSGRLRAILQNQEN
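HeLa cells stably expressing Vif and C-terminally eYFP-tagged A3G, seeded overnight at 37 deg C, then exposed to compound by pintool overnight at 37 deg C. Rise in yellow fluorescence (Ex 488/Em 500-530, Acumen) marks blocked Vif-driven A3G degradation.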
LDHA inh – inhibitors of human lactate dehydrogenase A; P00338; purified LDHA, NADH/diaphorase-resazurin fluorescence; active compounds read low; activity change, % (values are at about 110 or 230 µM); 480,000 tested, 0.15% active; in the data active means activity change below about -30%; inconclusive means mostly about -25% to -30%;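 further: plate controls were DMSO wells for no effect and wells without enzyme for full effect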
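LDH5 2 nM; NADH 0.06 mM, pyruvate 0.2 mM; 200 mM Tris pH 7.4, EDTA, Tween-20; 5 min RT. Detection: diaphorase 0.133 mg/mL + resazurin 37 µM, fluorescence ex540/em590 at 0 and 20 min; normalized to enzyme-free and DMSO wells.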
D2 ag – agonists of human D2 dopamine receptor; AID 485358; 340,000 tested, 0.53% active; activation, % at 2 µM; HEK293 T-REx D2 cells, calcium flux agonist mode;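 active means activation over 3 SD above normal in the single-dose calcium agonist read, cut at about 30% in these data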; further: 0% is about no effect
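HEK293 Trex D2 cells, tetracycline-induced, o/n 30 C 5% CO2; no-wash Ca dye, RT 30–90 min; 10-cycle baseline, 23 nl cpd added, kinetic Ca read 180 s; agonist hits = positive Ca response.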
Vif-A3F inh – inhibitors of Vif-A3F interaction; AID 602313; 390,000 tested, 0.2% active; HeLa A3F-eYFP + Vif (tagged APOBEC3F with the HIV-1 protein that degrades it), YFP fluorescence increase; Potency, µM (titrated, usually from 46.1 µM), for inactives: at the highest dose activity, negative = active; further: potency means the concentration at half of the fitted maximal effect; % of control where 0% means no effect; nearly all actives have a fitted effect of over 65% in size
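HeLa cells stably expressing A3F-eYFP plus Vif, plated and incubated overnight at 37 deg C, then exposed to compounds overnight at 37 deg C. Blocked degradation read as raised yellow fluorescence (Ex 488/Em 500-530).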
GRP78 ERSR act – induces the endoplasmic reticulum stress response in human glioma cells; 420,000 tested, 0.02% active; Potency, µM, for inactives: at the top dose activation, usual class: activators; U87-MG GRP78 promoter luciferase reporter, 16 h; further: potency means the concentration at half of the fitted maximal effect; series mostly up to about 76 µM; % of control where 0% means no effect; nearly all actives have a fitted effect of over 35% in size
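Stably transfected U87-MG human glioma cells carrying a GRP78-based luminescent sensor were seeded at 1000 cells/well, pin-dosed with compounds and incubated 16 h. Luciferase reagent was then added, and end-point luminescence was read after 10 min at room temperature.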
ERG-DNA inh – ERG Ets/DNA interaction inhibition | 370,000 tested, 0.028% active | P11308 | fluorescence polarization, His-ERG Ets domain / labelled DNA | Potency, µM (series often up to 76.9 µM), inactives show top-dose FP activity, negative = inhibition, most hits filed as inhibitors; active means well fitted inhibition curve with a large enough effect in the polarisation, with a control signal flat; inconclusive means small, poorly fitted or top-dose-only effect, or effect the other way, or a change in a side signal; inactive means no such curve, though single readings can be large or run the other way; the % refers to the polarisation;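 further: polarization taken with two DNA probes labelled with fluorescein and Texas red; potency means the concentration at half of the fitted maximal effect; % of control where 0% means no effect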
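His-tagged ERG Ets domain (1 uM in the protein solution; 300mM KCl, 50mM Tris-HCl, 1mM EDTA, 1mM DTT, pH 7.5) received compound, then a probe mix of 5 nM fluorescein-DNA and 100nM Texas-615-DNA. Fluorescence polarization was read for both dyes.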
The depositor's hits bear a star; ? = inconclusive; nt = no result given; & = joins results of further samples; [ ] = another dose, or the depositor's remark. Unless noted, the call rests on the fitted dose curve; in most records, active means well fitted curve in the direction sought with a large enough effect; inconclusive means small, poorly fitted or top-dose-only effect, or another doubt; inactive means no such curve, though single readings can be large; an effect the other way counts as inactive or inconclusive. This is a subset; count on the stated rates, not on these rows.

The line under a structure holds: 12-LOX inh	D2 antag	RGS4 inh	Vif-APOBEC3G blk	LDHA inh	D2 ag	Vif-A3F inh	GRP78 ERSR act	ERG-DNA inh
1	O=C(CSC(=S)N1CCSCC1)c1ccc(Cl)cc1
→ -22.5%	-2.5	9.4%	0.4%	-13.3	0.3	13.0%	4.3%	3.6%
2	CCc1ccc(NC(=O)NCC2CCN(Cc3cccc(Cl)c3)CC2)cc1
→ ?	-1.8	28.4%	1.4%	-4.4	1.9	-10.3%	-5.1%	4.3%
3	O=c1oc(-c2ccco2)nc2c1cnn2-c1ccccc1
→ -18.0%	2.2	44.8%	-1.0%	-1.0	0.7	0.2%	-7.5%	2.2%
4	Cc1ccc2oc(C(=O)Nc3cccc(-c4nc5ccccc5s4)c3)c(C)c2c1
→ -20.3%	nt	-53.6%	-0.5%	-3.0	-1.6	-0.2%	-1.1%	0.2%
5	Cc1ccc(NC(=O)CN2CCN(Cc3ccccc3)CC2)cc1F
→ -4.5%	-6.1	8.0%	0.0%	-8.1	1.1	-1.7%	-4.5%	10.5%
6	CC(OC(=O)/C=C/c1cccc(C(F)(F)F)c1)C(=O)NC1CCCCC1C (stereo not given)
→ 4.2%	3.1	-10.2%	1.9%	-10.2	-0.1	-10.9%	0.6%	0.8%
7	CCOc1ccc(NC(=O)c2ccccc2NC(=O)CN(C)CC(=O)Nc2ccc(C)cc2)cc1
→ 40.2%[activator]	-12.0	4.4%	-7.9%	-1.3	-0.2	-7.8%	-0.7%	-4.3%
8	O=C(Nc1cccc(Cl)c1)c1ccc2c(c1)CCN2S(=O)(=O)c1ccccc1
→ 7.0%	nt	-11.0%	-1.6%	1.4	nt	1.1%	-0.8%	9.4%
9	COc1cccc(CNC(=O)Cn2cccc2C(=O)c2ccccc2)c1
→ -26.1%	nt	8.2%	nt	-1.5	-0.3	nt	nt	2.2%
10	C=CCOC(=O)C1=C[C@H](c2ccc(Br)cc2)C[C@H](OCCCCO)O1
→ ?	nt	-6.1%	-5.0%	0.7	nt	2.2%	-6.0%	2.3%
11	CCCC(=O)NC(NC1CCS(=O)(=O)C1)C(Cl)(Cl)Cl (stereo not given)
→ -8.7%	11.2	?	-0.4%	-10.8	-0.6	-2.6%	-1.8%	-6.4%
12	CCCN1CNC(=S)N(CC2CCCO2)C1 (stereo not given)
→ -0.9%	-5.0	24.1%	0.0%	-3.7	-0.7	15.4%	-3.7%	1.8%
13	O=C(NCCCN1CCCCC1)C1CCN(S(=O)(=O)N2CCC3(CC2)OCCO3)CC1
→ 8.1%	-4.0	10.7%[11.4 µM]	-1.3%	-4.2	0.9	-6.2%	0.0%	-6.4%
14	O=C1NC(NS(=O)(=O)c2ccc(Cl)cc2)(C(F)(F)F)C(=O)N1Cc1cccnc1 (stereo not given)
→ 18.0%	-27.5	-15.5%	0.6%	-1.3	-1.6	2.7%	-4.0%	1.8%
15	Cc1occc1-c1nnc(SCC(=O)NCCc2ccccc2)n1Cc1ccccc1
→ 27.3%	-0.9	-32.6%	-1.2%	1.3	-0.8	-3.8%	-2.7%	-4.9%
16	CN1CCC(OC(=O)c2cccc(Cl)c2)CC1
→ 10.0%	4.7	1.3%	0.3%	-9.8	-0.5	-5.4%	-6.5%	-1.4%
17	COc1ccc(N2C(N)=C(C#N)C(c3cc(CN4CCOCC4)cs3)C3=C2CCCC3=O)cc1 (stereo not given)
→ -16.0%	nt	4.7%	-4.1%	11.2	0.1	-0.5%	-0.4%	-3.3%
18	O=C(Cc1csc(Nc2nc(=S)[nH]c3ccccc23)n1)N1CCN(c2cccc(Cl)c2)CC1
→ -26.0%	3.1	-9.7%	7.0%	-10.1	0.4	4.3%	5.0%	0.2%
19	Brc1ccc(-n2nc(-c3ccccc3)c3cnc4cc5c(cc4c32)OCO5)cc1
→ -8.6%	nt	1.7%	-1.6%	2.5	-0.7	-0.2%	-3.3%	-13.2%
20	CN(CC1CCCO1)S(=O)(=O)c1ccc(C(=O)Nc2nccs2)cc1 (stereo not given)
→ 4.4%	0.8	4.0%	0.1%	-0.3	-1.5	-9.7%	5.1%	-10.0%

The line under a structure holds: 12-LOX inh	D2 antag	RGS4 inh	Vif-APOBEC3G blk	LDHA inh	D2 ag	Vif-A3F inh	GRP78 ERSR act	ERG-DNA inh
21	Cc1cccc(C)c1NC(=O)CNC(=O)c1ccc2c(c1)OCCO2
→ 445.4%[activator]	nt	0.9%	1.2%	-0.5	nt	-0.6%	-3.9%	nt
22	O=C(c1ccco1)N1CCN(S(=O)(=O)c2ccc3c(c2)CCN3C(=O)C2CC2)CC1
→ 36.7%[activator][57.4 µM]	-5.1	-20.3%	1.9%	-2.0	0.6	4.1%	0.1%	-3.6%
23	N#CCOc1ccccc1/C=C/c1nc2ccccc2c(=O)[nH]1
→ ?	-4.9	-5.7%	-8.9%	-4.7	0.7	-25.6%	4.5%	3.4%
24	O=C(CN1C(=O)C2CCCCC2C1=O)Nc1cccc([N+](=O)[O-])c1 (stereo not given)
→ -2.5%	6.0	14.5%	-6.5%	-3.4	0.7	-32.4%	-2.5%	9.2%
25	Cc1ccc(O)c(-c2cc(C(F)(F)F)[nH]n2)c1
→ 0.0%	-9.7	-7.3%	-0.4%	3.8	0.3	-3.2%	-5.7%	-9.1%
26	CCCCCCN1C(=O)C(O)=C(C(C)=O)C1c1ccccc1[N+](=O)[O-] (stereo not given)
→ -28.8%	-6.3	-21.1%	0.5%	7.4	-1.4	0.1%	-1.1%	1.2%
27	O=C(Nc1ccc(N2CCN(C(=O)C3CC3)CC2)cc1)c1cccs1
→ 1.0%	-11.2	-18.3%	3.7%	-0.6	-0.7	4.0%	2.9%	4.4%
28	CCOC(=O)C1Oc2ccccc2C(c2ccc(F)cc2)=C1C(=O)OC (stereo not given)
→ -4.6%	nt	13.2%	-5.0%	-0.8	nt	4.0%	-2.8%&-1.4%	1.9%
29	Cc1ccc(C2=NS(=O)(=O)N(C)C(C(=O)Nc3cc(C)n(CC(=O)N4CCC(C)CC4)n3)=C2)cc1
→ -9.8%	-3.4	-15.1%	0.9%	-4.1	-0.5	-11.9%	1.3%	-4.8%
30	Cc1c(CC(=O)N2CCN(C(=O)C3COc4ccccc4O3)CC2)c(=O)oc2cc(O)cc(O)c12 (stereo not given)
→ 5.7%	-18.1	-14.3%	-0.3%	4.3	0.5	7.0%	-2.1%	12.9%
31	CN(Cc1ccccc1)C(=O)C(C(=O)c1ccc(F)cc1)n1cc(Cl)ccc1=O (stereo not given)
→ -19.0%	8.1	22.8%	-0.6%	-1.3	-0.8	2.3%	-2.9%	6.2%
32	CCOc1ccccc1Nc1nnc(SCC(=O)N(C)C2CCS(=O)(=O)C2)s1 (stereo not given)
→ 0.4%	nt	-2.4%	-5.3%	-5.8	nt	-2.9%	-0.2%	0.5%
33	Cc1ccc(NC(=O)Cn2nnc(C(=O)NCc3ccco3)c2N)cc1
→ 8.5%	-12.9	-32.3%	-4.0%	2.2	0.1	-0.6%	-5.1%	9.3%
34	CCc1nnc(SCc2ccc(F)cc2Cl)c2cc3sccc3n12
→ -30.5%	nt	-6.3%	1.2%	-1.2	1.2	0.9%	-2.3%	0.7%
35	Cc1ccccc1OCc1nnc(SCc2cc(=O)c3ccc(C)c(C)c3[nH]2)n1C
→ ?	nt	-13.0%	-1.3%	1.3	-0.3	1.7%	-2.2%	0.2%
36	Cc1ccc(S(=O)(=O)N2CCN(CCOc3cccc(C)c3)CC2)cc1
→ 263.6%[activator]	-4.4	13.8%	2.4%	-0.3	-1.3	-2.0%	-2.0%	-2.4%
37	CNc1ccncc1S(=O)(=O)NC
→ 8.5%	-0.9	-19.5%	-2.4%	-5.4	0.9	0.8%	-2.6%	-0.6%
38	COc1cc(NC(=O)CC2C(=O)N(c3ccccc3)C(=O)N2Cc2ccc(F)cc2)cc(OC)c1 (stereo not given)
→ -18.8%	nt	2.6%	-8.6%	-0.9	0.2	-6.8%	-2.5%	4.1%
39	Cc1ccc(NC(=O)NCCc2ccc(S(N)(=O)=O)cc2)cc1
→ 0.8%	7.4	9.9%	-0.9%	-2.6	-0.4	1.4%	-1.4%	-1.9%
40	Cc1cc(=O)n(CCCc2ccccc2)[nH]1
→ 1.2%	5.5	-9.6%	-10.5%	3.7	0.1	-27.3%	-0.5%	0.0%
41	CC(C)N1C(=O)c2ccc(C(=O)O)cc2C1=O
→ ?	-2.5	2.3%	2.6%	-4.3	-0.7	1.9%	-3.8%	-0.7%
42	Cc1cc(C)n(CCC(=O)N2CCN(S(=O)(=O)c3ccc(C)c(C)c3)CC2)n1
→ 5.9%	6.0	-26.6%	1.5%	-10.8	-3.2	-5.0%	2.6%	-5.5%
